STAT1 blocker: inhibitors of IFN-gamma induced STAT1 signaling; AID 920; 200,000 compounds, 0.35% hits; NIH 3T3 STAT1-luciferase reporter, luminescence; inhibition, % at 5.5 µM;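 active means inhibition above a set limit, the mean inhibition across all tested compounds plus 3 SD, cut at about 34% in these data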;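 further: 0% = IFN-gamma with DMSO and 100% = IFN-gamma with 300 µM nifuroxazide; values of inactives mirror those of a sister screen read the other way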
PPARg SRC2 recr: promotes SRC-2 coactivator recruitment by human PPARgamma. PPARgamma LBD-SRC-2 recruitment, biochemical. activation, % at 8 µM. 200,000 compounds, 0.34% hits; in the data active means activation above about 22%;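 further: 0% = vehicle and 100% = reference agonist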
Target sequence (P37231 whole entry, looked up, the tested form may be a part): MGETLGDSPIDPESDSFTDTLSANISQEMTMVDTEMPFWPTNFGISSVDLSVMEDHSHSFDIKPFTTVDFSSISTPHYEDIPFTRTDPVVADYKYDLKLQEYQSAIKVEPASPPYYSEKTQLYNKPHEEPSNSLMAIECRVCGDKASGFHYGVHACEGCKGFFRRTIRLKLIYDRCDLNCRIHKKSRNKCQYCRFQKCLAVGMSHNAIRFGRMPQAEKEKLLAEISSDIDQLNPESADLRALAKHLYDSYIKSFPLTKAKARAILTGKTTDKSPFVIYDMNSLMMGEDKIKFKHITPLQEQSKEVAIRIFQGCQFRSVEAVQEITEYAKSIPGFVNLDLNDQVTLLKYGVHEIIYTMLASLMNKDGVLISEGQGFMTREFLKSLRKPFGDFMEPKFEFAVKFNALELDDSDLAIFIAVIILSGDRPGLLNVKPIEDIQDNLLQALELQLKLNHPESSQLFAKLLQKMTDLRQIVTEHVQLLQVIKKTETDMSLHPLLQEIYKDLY
STAT3 inh: inhibitors of IL-6 induced STAT3 signaling. U3A cells, IL-6 STAT3-luciferase reporter, luminescence; host cell line lacks STAT1. inhibition, % at 5.5 µM. 190,000 compounds, 0.89% hits. AID 862;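 active means inhibition above the mean inhibition across all screened compounds plus 3 SD, cut at about 44% in these data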;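 further: 0% = DMSO only wells and 100% = 100 µM nifuroxazide control wells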
SRC2 TRFRET art: TR-FRET artefact, counter-screen to PPARgamma/SRC-2 agonist assay. TR-FRET ratio at 8 µM. 200,000 compounds, 0.4% hits. stronger effect = higher value; in the data active means TR-FRET ratio above about 2000; further: inactives centre near 1500
PPARg SRC-3 ag: PPARgamma-driven SRC-3 recruitment agonism; P37231; biochemical PPARgamma/SRC-3 coactivator recruitment assay; activation, % at 8 µM; 200,000 compounds, 0.26% hits; AID 731; in the data active means activation above about 23%;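 further: 0% = DMSO and 100% = reference agonist; some compounds past the cut are filed as inactive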
ROMK mod: modulates human ROMK potassium channel activity; P48048; Tet-inducible ROMK, thallium flux fluorescence; actives lie on both sides; B-score at 10 µM; 130,000 compounds, 2% hits; AID 1918;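 active means signal ratio slope over the read window, or its plate-corrected B-score, at least 3 SD from the plate mean, either direction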;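 further: B-score of the F/F0 ratio slope over 7 to 12 s after thallium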
Target sequence (P48048 whole entry, looked up): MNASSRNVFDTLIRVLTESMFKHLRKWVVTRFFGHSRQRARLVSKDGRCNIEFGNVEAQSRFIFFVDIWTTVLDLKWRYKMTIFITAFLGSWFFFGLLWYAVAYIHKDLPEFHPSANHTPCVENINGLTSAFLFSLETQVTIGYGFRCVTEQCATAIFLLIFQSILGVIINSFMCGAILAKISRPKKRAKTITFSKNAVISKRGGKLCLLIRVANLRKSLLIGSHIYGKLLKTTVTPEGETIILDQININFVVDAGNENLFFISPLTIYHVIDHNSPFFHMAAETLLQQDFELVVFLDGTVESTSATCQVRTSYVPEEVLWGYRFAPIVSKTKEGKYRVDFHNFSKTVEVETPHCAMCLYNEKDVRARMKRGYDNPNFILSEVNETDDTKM
RAM inhibit: inhibitors of the yeast RAM network; S. cerevisiae dse1pr::URA3 reporter, 5-FOA growth OD615, 2 d; analog-sensitive cbk1-as2 kinase mutant strain; inhibition, % at 50 µM; 190,000 compounds, 1.8% hits; AID 868;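 active means inhibition above a set limit, 3 SD over mean compound inhibition, cut at about 8.4% in these data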;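 further: 0% = DMSO-only wells with no growth and 100% = 10 µM 1-NA-PP1 full growth; inhibition rescues growth on 5-FOA so higher OD means more RAM inhibition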
PPARg SRC1 recr: agonists of human PPARgamma SRC-1 coactivator recruitment | P37231 | PPARgamma-SRC-1 coactivator recruitment biochemical assay | activation, % at 8 µM | 200,000 compounds, 0.41% hits | AID 631; in the data active means activation above about 19%;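 further: 0% = DMSO and 100% = reference agonist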
S1P3 antag: antagonists of human S1P3 receptor; 170,000 compounds, 0.27% hits; inhibition, % at 4.98 µM; Q99500; CHO S1P3 NFAT-BLA reporter, FRET fluorescence, antagonist mode;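 active means inhibition above the plate cutoff, the mean inhibition of test wells on that plate plus 3 SD, cut at about 28% in these data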;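 further: cells challenged with S1P at its EC80 of 0.8 µM; blue over green emission ratio from cleaved BLA substrate after 4 h stimulation; 0% = S1P-stimulated wells and 100% = unstimulated DMSO-only wells; some compounds past the cut are filed as inactive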
TLR4 MyD88 comp: inhibitors of human TLR4-MyD88 binding. O00206+Q99836. HeLa CL3-4 TLR4/MyD88 BLA complementation, FRET ratio. inhibition, % at 8.4 µM. 200,000 compounds, 0.18% hits. AID 861; in the data active means inhibition above about 25%;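 further: 0% = vehicle and 100% = reference inhibitor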
STAT3 activator: STAT3 signaling activation | U3A cells, IL-6 STAT3-luciferase reporter, luminescence; 100% = signal with IL-6 EC80 alone | activation (% of control), % at 5.6 µM | 190,000 compounds, 0.91% hits | AID 871;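 active means activation above the screen-wide mean of compound activation plus 3 SD, cut at about 130% in these data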;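 further: 0% = background luminescence of wells with medium and substrate only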
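system = STAT3-luciferase reporter U3A cells | reagent = IL-6 stimulus at 33 ng/mL final | timing = 1 h compound pre-exposure, 6 h IL-6 stimulation, 37 °C | measured by = luminescence | evaluation = % activation versus median of IL-6-stimulated wells | control set = IL-6-only wells as 100% reference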
Starred values were filed as active, the others as inactive; / = not tested or not shown.

SMILES	STAT1 blocker	PPARg SRC2 recr	STAT3 inh	SRC2 TRFRET art	PPARg SRC-3 ag	ROMK mod	RAM inhibit	PPARg SRC1 recr	S1P3 antag	TLR4 MyD88 comp	STAT3 activator
O=S(=O)(NCC1CCCO1)c1cnc(Cl)c(Cl)c1 (stereo unspecified)	9	5	6	1613	0	-0.5	1.4	3	-10	-13	95
COc1ccc([N+](=O)[O-])cc1NC(=O)CSc1ccc2ccccc2c1	9	5	-17	1607	4	-0.55	8.4*	3	-4	1	118
O=C1CC2c3ccccc3C1C1C(=O)N(CCO)C(=O)C21 (stereo unspecified)	-2	8	8	1617	9	0.34	2.5	6	6	8	99
CN(C1CCCCC1)S(=O)(=O)c1ccccc1	1	3	3	1530	8	-0.94	-3.0	6	-2	5	101
CCc1nc(SCC(=O)c2ccc(Cl)s2)c2oc3ccccc3c2n1	8	12	7	1732	10	/	7.5	12	/	2	98
CCc1c(C(=O)Nc2cc(C)cc(C)c2)[nH]c(C)c1C(C)=O	7	15	34	1781	12	/	-0.1	9	/	-7	74
c1ccc(Cc2nn[nH]n2)cc1	0	-5	-6	1548	-3	0.0052	0.5	-1	/	-5	109
COc1ccc(/C=N/NC(=O)CCSc2nc3ccccc3s2)cc1OC	-6	4	0	1378	-6	-0.89	1.8	1	-5	6	101
COc1ccc(CNC(=O)c2ccc3nccnc3c2)cc1	-2	6	-1	1589	3	0.41	1.8	10	7	5	105
Cc1cccc(N(CC(=O)N/N=C/c2cc([N+](=O)[O-])ccc2Cl)S(C)(=O)=O)c1C	-2	-3	1	1395	4	/	0.9	-3	/	2	103
NC(=O)C1(N2CCCCC2)CCN(C2CC(=O)N(Cc3ccc(N4CCCC4=O)cc3)C2=O)CC1 (stereo unspecified)	-8	3	6	1539	0	0.5	1.8	-1	/	7	98
C=CCn1c(CCCOc2ccc(Cl)cc2Cl)n[nH]c1=S	-14	0	10	1573	1	/	-0.2	6	9	-1	94
COc1cc(NC(=O)Cc2nn(C)c(=O)c3ccccc23)cc(OC)c1	21	1	48*	1558	7	-1.5	2.8	7	/	3	62
Cc1csc(N2CCCC2=O)n1	-1	6	10	1600	1	0.19	-0.3	4	13	5	99
O=C(Cn1cc2c(n1)CCCCC2)N1CCCCC1	-8	4	-5	1759	6	/	1.4	3	-15	10	104
CCOC(=S)N/C(=N\S(=O)(=O)c1ccc(C)cc1)c1ccccc1	-2	1	7	1557	-6	/	2.8	3	/	-4	102
c1cncc(-c2nnc3sc(-c4ccco4)nn23)c1	-5	-9	13	1538	1	0.15	0.7	-7	/	9	89
COc1ccc(-c2[nH]c(-c3ccc(F)cc3)nc2SCC(=O)NCc2ccco2)cc1OC	2	6	11	1528	0	/	2.1	-4	7	-4	95
C=CCOC(=O)C(=O)/C=C/c1coc2ccccc2c1=O	9	4	/	1576	2	/	-1.1	-1	-6	-4	/
Cc1cccc(Nc2nnc(SCC(=O)Nc3ccccc3[N+](=O)[O-])s2)c1C	-7	-8	-20	1406	-4	-1.3	4.1	1	4	-16	119
S=C(NC1CCCCC1)N1CCn2cccc2C1c1cccnc1 (stereo unspecified)	-3	6	2	1456	-1	-0.71	-0.1	0	-7	3	105
COC(=O)c1ccc(C(=O)OC)c(NC(=S)N2CCCC(C)C2)c1 (stereo unspecified)	-2	9	6	1518	1	0.072	-0.3	6	14	-1	93
COc1cccc(CNC(=O)C2CCN(C(=O)N(C)C)CC2)c1	-5	-8	-1	1396	-7	/	1.9	-3	0	13	104
O=C(O)c1cccc(-c2nc3ccccc3[nH]2)c1	55*	0	65*	1620	1	/	-0.8	0	-3	-6	44
COc1cccc2c(=O)c(C(=O)NCc3cccs3)c[nH]c12	-33	-4	3	1710	18	/	3.0	8	17	-5	99
CN(C)S(=O)(=O)c1cccc(-n2sc3ccccc3c2=O)c1	7	5	6	1400	10	-0.81	4.3	8	-6	-20	98
N#Cc1c(N2CCN(c3ccc(F)cc3)CC2)nc(N)c2c(N)nc3c(c12)CC(=O)N3C1CC1	-16	1	6	1589	6	0.76	6.0	-2	4	-2	98
COc1ccc(-n2cnnc2SCC(=O)Nc2ccc(N3CCOCC3)cc2)cc1	3	0	14	1619	-9	/	1.3	3	/	1	97
Cc1ccc(Nc2cnn(C34CC5CC(CC(CC(=O)O)(C5)C3)C4)c(=O)c2Cl)cc1	-9	7	5	1457	-8	0.63	0.5	-7	/	-3	102
CC12CCC(C(=O)N3CCCCCC3)(OC1=O)C2(C)C (stereo unspecified)	-2	-2	4	1488	-2	-0.023	1.2	4	/	0	102
COc1cc(OC)c(S(=O)(=O)Nc2ccccc2N2CCOCC2)cc1NC(C)=O	3	4	4	1493	2	-0.032	-0.6	13	-27	6	98
CCOC(=O)CSc1nc(=O)n2cccc(C)c2n1	2	-7	26	1539	-5	-0.61	1.7	-2	-17	2	80
O=C(COc1ncnc2c(Cl)cc(Cl)cc12)Nc1cc([N+](=O)[O-])ccc1Cl	0	6	-4	1569	3	0.36	1.5	8	-1	6	106
O=C(NCCCN1CCN(Cc2ccccc2)CC1)C1CCN(S(=O)(=O)N2CCCC2)CC1	1	-2	4	1642	-2	/	0.1	8	-57	-5	101
O=C(CSc1nnc(-c2ccc(O)cc2)n1Cc1ccco1)N1CCc2ccccc2C1	-2	4	13	1571	-6	/	3.0	3	-3	-9	98
CC(C)NC(=O)c1ccc2c(=O)n(Cc3ccco3)c(=S)[nH]c2c1	2	-1	22	1608	-12	/	1.2	0	/	1	91
O=C1CCCc2oc3ccc(NS(=O)(=O)c4cccc5cccnc45)cc3c21	12	1	1	1481	7	-0.12	5.5	0	-10	1	102
O=C1Nc2c(Br)cc(Br)c3cccc1c23	3	-1	20	1618	-1	1.2	2.7	-7	-11	11	87
COc1cccc(NCc2ccc([N+](=O)[O-])s2)c1	-5	9	-1	1578	3	/	2.8	-1	-2	-10	103
c1cnc(-c2nnc3n2CCCCC3)cn1	-2	1	10	1667	2	0.26	0.7	8	-29	5	95
Cc1nc2c(C(=O)NCCC(C)C)c[nH]n2c(=O)c1Cc1ccccc1F	9	3	-6	1462	0	/	0.0	2	/	1	105
COc1cc(/C=N/Nc2nc(N3CCCCC3)nc(N3CCCCC3)n2)ccc1OC(=O)c1ccco1	-6	3	-4	1834	3	0.01	7.6	11	-4	5	106
COc1ccc(-c2nnc(SCC#CCO)o2)cc1OC	11	-2	16	1815	4	1.5	-0.3	7	-17	-2	88
COc1ccc(C)cc1S(=O)(=O)N(CC(=O)N1CCOCC1)Cc1ccccc1	-5	10	7	1613	1	/	0.0	7	-32	4	99
CCOC(=O)CSc1nnc(CNC(=O)c2ccc(OC)cc2OC)n1C	7	-3	5	1537	11	-0.23	0.3	6	4	-1	98
Cc1ccc(N2CCN(CCCN3C(=O)C4CCCN4C3=O)CC2)cc1 (stereo unspecified)	-2	6	3	1695	1	-0.31	0.4	-5	-3	-16	101
CCOc1ccc(N(C(=O)c2cnccn2)C(C(=O)NC2CCCCC2)c2ccc(O)cc2)cc1 (stereo unspecified)	0	3	4	1494	3	0.099	3.8	-1	-10	-7	100
O=C(NCc1ccccn1)c1c(O)c2cccc3c2n(c1=O)CC3	-17	3	13	1671	9	0.0026	-0.7	6	-10	-1	94
Cc1ccc(C(=O)NC(=S)Nc2ccc(S(=O)(=O)N(C)c3ccccc3)cc2)cc1	2	0	22	1526	-4	/	4.6	-1	/	4	87
CCOC(=O)/C=c1\s/c(=C\c2ccc(C)cc2)c(=O)n1CC(=O)NCc1ccco1	-2	-7	5	1696	4	-0.76	3.3	-6	2	4	95
(further entries)
SMILES	STAT1 blocker	PPARg SRC2 recr	STAT3 inh	SRC2 TRFRET art	PPARg SRC-3 ag	ROMK mod	RAM inhibit	PPARg SRC1 recr	S1P3 antag	TLR4 MyD88 comp	STAT3 activator
O=c1c2sc3nc(N4CCOCC4)c4c(c3c2nnn1Cc1ccccc1)CCCC4	-1	-3	-3	1579	-2	/	4.3	0	/	-7	103
ONC(=Nc1ccc(Cl)cc1)c1ccccc1	1	-10	-6	1412	3	/	0.3	-7	/	-5	109
O=C(NNc1nc2ccccc2s1)c1ccc(F)cc1	-17	-5	4	1666	9	/	2.3	16	11	8	96
CNC(=O)c1sc(Nc2cc(C)ccc2C)nc1C	-2	3	13	1674	2	0.018	1.3	3	-9	-6	91
CN(C)S(=O)(=O)c1cccc(C(=O)NC(=S)N(CCC#N)Cc2cccnc2)c1	3	1	4	1514	-1	0.084	-0.4	2	-13	-8	107
COCCn1c(SCc2nc3cc(OC)c(OC)cc3c(=O)[nH]2)nnc1-c1ccncc1	-7	-1	0	1495	-9	/	2.4	-2	/	4	102

11 compounds out of the list, sorted by length of the SMILES, low to high.
SMILES	STAT1 blocker	PPARg SRC2 recr	STAT3 inh	SRC2 TRFRET art	PPARg SRC-3 ag	ROMK mod	RAM inhibit	PPARg SRC1 recr	S1P3 antag	TLR4 MyD88 comp	STAT3 activator
O=C(NNc1nc2ccccc2s1)c1ccc(F)cc1	-17	-5	4	1666	9	/	2.3	16	11	8	96
COc1ccc(CNC(=O)c2ccc3nccnc3c2)cc1	-2	6	-1	1589	3	0.41	1.8	10	7	5	105
COc1cccc(NCc2ccc([N+](=O)[O-])s2)c1	-5	9	-1	1578	3	/	2.8	-1	-2	-10	103
C=CCOC(=O)C(=O)/C=C/c1coc2ccccc2c1=O	9	4	/	1576	2	/	-1.1	-1	-6	-4	/
COc1cccc(CNC(=O)C2CCN(C(=O)N(C)C)CC2)c1	-5	-8	-1	1396	-7	/	1.9	-3	0	13	104
COc1ccc([N+](=O)[O-])cc1NC(=O)CSc1ccc2ccccc2c1	9	5	-17	1607	4	-0.55	8.4*	3	-4	1	118
O=c1c2sc3nc(N4CCOCC4)c4c(c3c2nnn1Cc1ccccc1)CCCC4	-1	-3	-3	1579	-2	/	4.3	0	/	-7	103
Cc1cccc(Nc2nnc(SCC(=O)Nc3ccccc3[N+](=O)[O-])s2)c1C	-7	-8	-20	1406	-4	-1.3	4.1	1	4	-16	119
COCCn1c(SCc2nc3cc(OC)c(OC)cc3c(=O)[nH]2)nnc1-c1ccncc1	-7	-1	0	1495	-9	/	2.4	-2	/	4	102
O=C(COc1ncnc2c(Cl)cc(Cl)cc12)Nc1cc([N+](=O)[O-])ccc1Cl	0	6	-4	1569	3	0.36	1.5	8	-1	6	106
NC(=O)C1(N2CCCCC2)CCN(C2CC(=O)N(Cc3ccc(N4CCCC4=O)cc3)C2=O)CC1 (stereo unspecified)	-8	3	6	1539	0	0.5	1.8	-1	/	7	98

Compound activity from PubChem.
